# PI4K2A inh: qHTS for small molecular inhibitors of PI4K2A. Phosphatidylinositol 4-kinase type 2-alpha (Homo sapiens), Q9BTU6. purified PI4K2A, ADP-Glo luminescence, 1 h; active compounds read low. activity change, negative = inhibition, % at 76.9 µM. 420,000 tested, 0.13% active. AID 1346378, 2018; in the data active = activity change below about -50%; inconclusive = mostly about -30% to -49%;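 note: -100% = wells without enzyme as full effect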
#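 ADP-Glo luminescence measured ADP generated by PI4K2A enzyme (4 ug/mL before mixing) with 1.2 mM PI substrate (pre-mix) and 300 microM ATP (pre-mix). Tris pH7.5 buffer with MgCl2, Triton X-100; 1 h reaction at ambient temperature.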
# Tb PGK inh: qHTS Assay to Find Inhibitors of Phosphoglycerate Kinase. PGK/GAPDH coupled, Kinase-Glo luminescence, 60 min. Potency, µM (doses to about 57.5 µM), for the others: top-dose activity change, negative = inhibition, usual class: inhibitors. 380,000 tested, 0.043% active. AID 602233, 2012; note: potency is the fitted concentration of half-maximal effect; % is set by controls: 0 for no effect and ±100 for the full control effect; nearly all actives have a fitted effect of over 60% in size
#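 Luminescent ATP detection (Kinase-Glo Plus) follows a 60-minute room-temperature incubation, with wells lacking PGK as controls. Buffer: 100 mM TEA (pH 7.6), 5 mM MgCl2, 0.01% Tween-20. Coupling enzyme GAPDH (100 nM final) supplies unstable 1,3-BPG in-well.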
# Pin1 inhibitor: qHTS Assay to Find Inhibitors of Pin1; Peptidyl-prolyl cis-trans isomerase NIMA-interacting 1 (Homo sapiens), Q13526; Pin1 FP peptide displacement, HiFluor488, 10 min; Potency, µM (highest dose often 115 µM), without a hit: top-dose activity, negative = inhibition, most hits filed as inhibitors; 390,000 tested, 0.009% active; AID 504891, 2011; active = well fitted inhibition curve with a large enough effect in the polarisation, with a control signal flat, not every such curve was filed as active; inconclusive = small, poorly fitted or top-dose-only effect, or effect the other way, or a change in a side signal; inactive = no such curve, though single readings can be large or run the other way; the % refers to the polarisation; note: potency is the fitted concentration of half-maximal effect; % is set by controls: 0 for no effect and ±100 for the full control effect
# ERG-DNA inh: qHTS for Small Molecule Inhibitors of the ERG Ets/DNA interaction; Potency, µM (series often up to 76.9 µM), inactives show top-dose FP activity, negative = inhibition, actives largely listed as inhibitors; Transcriptional regulator ERG (Homo sapiens), P11308; fluorescence polarization, His-ERG Ets domain / labelled DNA; 370,000 tested, 0.028% active; active = well fitted inhibition curve with a large enough effect in the polarisation, with a control signal flat; inconclusive = small, poorly fitted or top-dose-only effect, or effect the other way, or a change in a side signal; inactive = no such curve, though single readings can be large or run the other way; the % refers to the polarisation;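 note: polarization taken with two DNA probes labelled with fluorescein and Texas red; potency is the fitted concentration of half-maximal effect; % of control where 0% means no effect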
#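 His-tagged ERG Ets domain (1 uM in the protein solution; 300mM KCl, 50mM Tris-HCl, 1mM EDTA, 1mM DTT, pH 7.5) received compound, then a probe mix of 5 nM fluorescein-DNA and 100nM Texas-615-DNA. Fluorescence polarization was read for both dyes.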
# JMJD2A Tudor: qHTS Assay for Inhibitors of JMJD2A-Tudor Domain. Lysine-specific demethylase 4A (Homo sapiens), O75164. AlphaScreen JMJD2A-Tudor / H3K4me3 peptide binding. Potency, µM (series often up to 114 µM), for the others: at the highest dose activity change, negative = inhibition, hits mostly inhibitors. 390,000 tested, 4.4% active. AID 504339, 2011; note: potency is the fitted concentration of half-maximal effect; % is set by controls: 0 for no effect and ±100 for the full control effect; nearly all actives have a fitted effect of over 50% in size
# Target sequence (O75164 whole entry, looked up, the tested form may be a part): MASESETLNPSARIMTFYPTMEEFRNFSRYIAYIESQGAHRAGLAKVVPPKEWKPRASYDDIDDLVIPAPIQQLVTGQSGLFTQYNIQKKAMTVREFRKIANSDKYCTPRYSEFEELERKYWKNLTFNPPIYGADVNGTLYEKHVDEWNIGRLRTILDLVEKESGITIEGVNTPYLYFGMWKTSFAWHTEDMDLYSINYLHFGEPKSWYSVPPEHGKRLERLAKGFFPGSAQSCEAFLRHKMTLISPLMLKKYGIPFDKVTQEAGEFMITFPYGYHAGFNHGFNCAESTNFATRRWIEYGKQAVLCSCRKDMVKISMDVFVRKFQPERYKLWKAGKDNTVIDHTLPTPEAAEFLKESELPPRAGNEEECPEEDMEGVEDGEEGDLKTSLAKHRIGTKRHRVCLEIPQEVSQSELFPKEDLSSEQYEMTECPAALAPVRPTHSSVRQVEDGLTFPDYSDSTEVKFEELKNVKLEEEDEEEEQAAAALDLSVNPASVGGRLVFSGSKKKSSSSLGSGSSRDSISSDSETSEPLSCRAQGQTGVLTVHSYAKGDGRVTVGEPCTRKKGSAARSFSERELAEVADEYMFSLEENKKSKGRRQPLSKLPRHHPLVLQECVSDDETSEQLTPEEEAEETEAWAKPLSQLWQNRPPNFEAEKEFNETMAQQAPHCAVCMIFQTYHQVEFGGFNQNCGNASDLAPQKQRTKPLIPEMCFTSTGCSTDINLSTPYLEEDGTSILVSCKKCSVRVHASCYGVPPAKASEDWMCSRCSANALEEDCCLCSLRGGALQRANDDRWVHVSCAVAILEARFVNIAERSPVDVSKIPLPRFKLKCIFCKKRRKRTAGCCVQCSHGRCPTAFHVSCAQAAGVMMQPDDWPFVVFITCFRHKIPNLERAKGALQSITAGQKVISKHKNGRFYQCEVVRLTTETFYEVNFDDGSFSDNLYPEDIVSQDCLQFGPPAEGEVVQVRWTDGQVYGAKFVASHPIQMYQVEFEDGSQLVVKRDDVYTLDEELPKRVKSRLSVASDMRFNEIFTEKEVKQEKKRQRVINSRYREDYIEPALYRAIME
# HP1b binding inh: HTS for Inhibitors of HP1-beta Chromodomain Interactions with Methylated Histone Tails; 390,000 tested, 0.56% active; Potency, µM (doses to about 114 µM), for the others: at the highest dose activity change, negative = inhibition, actives largely listed as inhibitors; Chromobox protein homolog 1 (Homo sapiens), P83916; AlphaScreen HP1-beta / biotin-H3K9me3 peptide binding; note: potency is the fitted concentration of half-maximal effect; nearly all actives have a fitted effect of over 70% in size; inactives centre near 23
#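 Compound inhibition of the preformed complex between 50 nM HP1-beta and 50 nM biotinylated H3K9me3 peptide was read by AlphaScreen. Buffer was PBS pH 7.4 with 0.01% Tween-20. Incubations ran 30 min at room temperature, with 10 ug/mL donor/acceptor beads.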
# BAZ2B inh: qHTS Assay for Inhibitors of BAZ2B | 360,000 tested, 4.4% active | Potency, µM (highest dose often 114 µM), inactives show top-dose activity change, negative = inhibition, hits mostly inhibitors | AlphaScreen BAZ2B-H3K14Ac peptide displacement; note: potency is the fitted concentration of half-maximal effect; % is set by controls: 0 for no effect and ±100 for the full control effect; nearly all actives have a fitted effect of over 60% in size
#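 AlphaScreen luminescence quantifies BAZ2B engagement of H3K14Ac peptide; the protein and biotinylated peptide are both at 50 nM final, buffer PBS pH 7.4 with 0.01% Tween-20, all steps at room temperature.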
# G9a block: qHTS Assay for Inhibitors of Histone Lysine Methyltransferase G9a | Histone-lysine N-methyltransferase EHMT2 (Homo sapiens), Q96KQ7 | G9a H3K9 monomethylation, AlphaScreen, 2 h | Potency, µM (highest dose often 102 µM), for the others: at the highest dose activity, negative = inhibition, usual class: inhibitors | 350,000 tested, 8.8% active | AID 504332, 2011; note: potency is the fitted concentration of half-maximal effect; % is set by controls: 0 for no effect and ±100 for the full control effect; nearly all actives have a fitted effect of over 75% in size
#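 G9a (20 nM) preincubated 15 min RT with compounds, then 500 nM biotinylated H3K9 peptide and 20 uM SAM added; 2 h RT reaction. Monomethyl-H3K9 product detected by AlphaScreen with anti-H3K9me1 antibody, streptavidin donor and anti-rabbit IgG acceptor beads.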
# GLS inh: qHTS for Inhibitors of Glutaminase (GLS). GLS enzymatic activity, qHTS titration. Potency, µM (titrated, usually from 45.5 µM), for the others: at the highest dose activity change, negative = inhibition, most hits filed as inhibitors. 410,000 tested, 0.21% active. AID 624170, 2012; note: potency is the fitted concentration of half-maximal effect; % is set by controls: 0 for no effect and ±100 for the full control effect
#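 hKGA in 45 mM KH2PO4 pH 8.2, 0.02% Tween-20 with pin-transferred compounds; 1 mM L-glutamine (stock) plus glutamate oxidase/HRP/Amplex Red coupling added. Fluorescence read initially and after 30 min at RT.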
# Numbers without * were called inactive; i = inactive; ? = inconclusive; . = not tested or not shown; & = joins results of further samples; [ ] = remark or other dose. Unless noted, calls come from the whole dose curve; as a rule, active = well fitted curve in the direction sought with a large enough effect; inconclusive = small, poorly fitted or top-dose-only effect, or another doubt; inactive = no such curve, though single readings can be large; an effect the other way counts as inactive or inconclusive.
SMILES,PI4K2A inh,Tb PGK inh,Pin1 inhibitor,ERG-DNA inh,JMJD2A Tudor,HP1b binding inh,BAZ2B inh,G9a block,GLS inh
CCCNC(=O)N1CCC(C(=O)c2ccc(Cl)cc2)CC1,0.4,-3.5%,-0.1%,1.6%,-9.8%,3.4%,1.3%[57.1 µM],1.9%[59 µM],-22.6%
Cc1ccc(Cl)cc1N1CCN(C(=O)C2CCCN(Cc3nc(-c4cccc(Cl)c4)oc3C)C2)CC1 (stereo unspecified),1.5,-0.6%,8.0%,-1.8%,?,3.2%,?,?,2.9%
Cc1cc(C(=O)N2CCN(Cc3ccccc3)CC2)ccc1[N+](=O)[O-],-4.7,-9.2%,1.7%,10.4%,-8.6%,23.8%,-10.2%,.,0.7%
Cc1ccc(O)c(C(=O)C=Cc2ccccc2)c1,29.0,10.8%,0.3%,-1.9%,39.8µM*,?,.,.,16.4%
CCCC(=O)N(C)c1nnc(-c2ccc(OC)cc2)s1,-1.1,-1.5%,-1.3%,-3.6%,-4.2%,22.7%,-3.2%,44.7µM*,1.9%
COc1ccc(NC(=O)c2c(-c3c(Cl)cccc3Cl)noc2C)c(OC)c1,1.3,-5.1%,4.1%,-7.9%,6.7%,39.8%[activator],-0.7%,-9.3%,-11.5%
C=C1C(=O)O[C@H]2[C@H]1[C@H](OC(=O)/C(C)=C\C)C[C@]1(CO1)[C@@H]1[C@H](OC(C)=O)C=C(C)[C@]21O,2.2,-5.3%,?,1.8%,-20.1%,25.6%,.,.,-14.7%
Cc1ccc(S(=O)(=O)N2CCOCC2)cc1NC(=O)COc1cccc(Oc2ccccc2)c1,4.6,-8.1%,0.1%,2.1%,-24.7%,-3.6%,5.6%,14.7%[0.501 µM],2.7%
CCc1ccc(NC(=O)Nc2cccc(OC)c2)cc1,0.9,-6.2%,6.0%,3.6%,-8.3%,36.3%[activator],-15.0%,6.7%,8.4%
COc1ccc(C2(CNC(=O)c3ccc(OC)c([N+](=O)[O-])c3)CCOCC2)cc1OC,5.0,-8.2%,-2.1%,-14.9%,-19.8%,15.5%,0.2%[57.1 µM],-6.7%,-0.8%
CN1C(=O)N(C)C2C1NC(=O)N2C (stereo unspecified),-0.9,5.3%,-7.5%,-5.3%,-8.1%,21.4%,6.3%,-11.8%[59 µM],11.4%
O=S(=O)(/N=C(\c1ccccc1F)N1CCCCC1)c1ccccc1,-4.2,-1.0%,1.4%,8.6%,-16.8%,15.9%,-3.5%,4.5%[59 µM],3.8%
COc1cccc(/C=N/NC(=O)c2cnn(-c3ccccc3)c2N)c1,-7.1,-9.4%,-1.7%,3.5%,1.3%,42.3%[activator],-13.2%,-6.5%[59 µM],5.9%
COC(=O)C(CC(C)C)N1CCC(=O)c2ccccc2S1(=O)=O (stereo unspecified),-5.1,-3.7%,5.8%&2.8%,2.1%,10.3%&0.7%,48.1%&45.6%[activator],-0.2%,?,-5.1%
CCCCCCc1nc(C(N)=O)c2[nH]c(=O)n(-c3ccccc3F)c2n1,1.9,-2.5%,8.6%,10.2%,-9.1%,29.2%,-0.4%,-6.0%,1.7%
Cc1ccc(CCNc2nc3c(S(=O)(=O)c4ccc(C)cc4)nnn3c3ccsc23)cc1,1.4,-1.9%,13.8%,-2.6%,-4.0%,24.4%,-12.7%,-4.1%[59 µM],?
Cc1cccc(C)c1NC(=O)CN(C)C(=O)c1cccc(S(=O)(=O)N2CCN(c3ccccc3)CC2)c1,-4.6,-4.3%,-3.1%,-18.4%,-16.8%,4.8%,-31.8%,-1.3%,-7.1%
Cc1ccccc1C(=O)N1CCC(C(=O)NCCc2ccc(S(N)(=O)=O)cc2)CC1,-19.4,4.2%,6.9%,-0.1%,-3.0%,17.3%,2.6%,-12.0%,-0.4%
CCN(Cc1ccccc1)C(c1ccncc1)c1nnnn1C(C)(C)C (stereo unspecified),-3.1,i,-3.5%,-1.1%,-16.7%,10.8%,3.0%,-5.8%[59 µM],-0.1%
CCOC(=O)c1cc2c(=O)n3ccccc3nc2n(CCCOC)c1=NC(=O)C(C)(C)Oc1ccc(Cl)cc1,-2.9,-1.0%,?,-23.1%,8.5%,40.4%[activator],6.5%,-2.9%[59 µM],4.3%
Cc1cc(NC(=O)CCn2c(=O)sc3ccccc32)no1,3.8,-8.0%,0.5%,1.0%,-20.8%,19.5%,.,.,0.0%
CCN(CC)CCN1C(=O)c2cccc3cc(N)cc(c23)C1=O,0.6,0.4%,?,10.5%,-17.3%,19.1%,-3.3%,-7.2%,5.0%
Cc1cc(C(=O)Nc2nc3ccc(S(C)(=O)=O)cc3s2)c(C)o1,5.0,-11.4%,?,3.6%,-16.7%,50.3%[activator],-32.8%,-36.7%[59 µM],2.6%
O=C(N/N=C/c1cccc(O)c1)c1ccc(NC(=O)C2CCCCC2)cc1,0.5,-12.4%,13.3%,18.7%,-24.1%,4.4%,-10.7%,.,2.9%
Cc1ccc(S(=O)(=O)Nc2cc(C(F)(F)F)ccc2N2CCOCC2)cc1,-3.6,i,-1.3%,0.5%,-7.4%[57.1 µM],-2.3%,0.6%,?,-0.3%
Cc1cc(NC(=O)CSc2nnc3c4c(C)c(C)sc4ncn23)no1,-1.9,-4.0%,-18.3%,.,-14.9%,30.7%,-3.3%,-0.5%,-1.5%
Cc1c(Cl)cccc1NC(=S)N1CCCCCC1,-2.3,-12.3%,-3.9%,21.7%,0.0%,43.1%[activator],-3.1%,.,6.4%
Cc1ccc(NC(=O)CN2CCCCCC2)cc1Br,0.2,-5.3%,-9.3%,7.7%,3.16µM*,?,?,22.4µM*,1.8%
CCOC(=O)c1sc2nc(C)nc(SC(C)C(=O)N(C)c3ccccc3)c2c1C (stereo unspecified),-0.7,-6.1%,14.2%,.,-6.2%,-7.1%,6.1%,-26.3%[2.33 µM],-5.7%
O=C(O)CCCCCn1c(SCc2cc(=O)n3ccccc3n2)nc2ccsc2c1=O,0.6,-1.6%,-2.0%,-8.8%,-5.6%,17.8%,-11.8%,-45.9%,8.9%
O=C(CNC(=O)c1cccs1)NCCN1CCN(Cc2ccccc2)CC1,-1.3,-6.3%[11.5 µM],8.7%,.,-8.3%,3.4%,-4.7%,-6.0%,7.9%
COc1cccc(C(=O)Nc2ccc(-n3nncc3-c3ccccc3)cc2)c1,-1.4,6.1%,1.1%,-9.8%,-7.6%,19.7%,-16.4%,2.3%[59 µM],1.3%
COc1cc2c(cc1OC)CN(CC(=O)Nc1ccc(F)cc1)CC2,3.7,2.5%,6.3%,-8.0%,-19.7%,21.3%,5.1%,-6.2%,-4.7%
COc1ccc(NC(=O)c2ccc(CN3CCN(c4ccccc4)CC3)cc2)cc1OC,-2.9,2.5%,4.1%,-4.6%,-20.1%,13.3%,-1.9%,-29.0%[59 µM],1.2%
O=C(Cc1ccccc1)N/N=C/c1ccc(OC(=O)/C=C\c2ccco2)cc1,5.2,1.5%,16.9%,1.2%,0.0%,21.3%,-0.5%,?,-5.0%
COc1ccccc1C(=O)N1[C@@H](C(C)C)COc2cc(Br)ccc2S1(=O)=O,-3.3,-2.5%,11.2%,11.4%,1.4%,64.9%[activator],.,.,-6.0%
CC(C)(C)NC(=S)N/N=C/c1cccnc1,-1.0,0.2%,2.0%,-2.6%,-6.9%,28.3%,-4.4%,20.0%[59 µM],-2.5%
Cc1cc(Cl)ccc1OC(C)C(=O)NCCc1ccc2c(c1)OCCO2 (stereo unspecified),0.9,0.0%,16.1%,7.3%,2.1%,41.1%[activator],1.7%,5.4%[59 µM],1.0%
CCC(=O)N1CCN(c2ccc(NC(=O)COc3ccccc3Cl)cc2)CC1,1.9,-6.8%,-5.9%,-8.0%,-25.0%,26.3%,-7.8%,15.8µM*,20.9%
CC(=O)c1ccc(N2CCC(C(=O)O)CC2)cc1,-1.5,-7.0%,-6.6%,-13.8%,9.7%,36.3%,-5.2%,1.4%,8.0%
O=C(NC12CC3CC(CC(C3)C1)C2)N1CCN(C2CCCCC2)CC1,4.1,-0.7%,-2.0%,-14.1%,-14.8%,32.2%,.,10.0%,-7.9%
CC(OC(=O)/C=C/c1ccccc1)C(=O)N1CCc2ccccc21 (stereo unspecified),0.6,-0.3%,-2.4%,-3.5%,-0.7%,36.3%,17.9%,-34.5%[59 µM],0.8%
O=C(COC(=O)c1cc(Cl)nc(Cl)c1)NC1CCCCCC1,-1.6,-15.4%,-13.6%,-5.0%,-31.0%,12.7%,.,.,-10.6%
